IDE cell inh = cellular human IDE inhibition. P14735. HEK cells, FAbetaB cleavage, fluorescence polarization. hit rate 0.41% among 320,000. inhibition, % at 5.59 µM;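 active = percent inhibition above the average of all tested compounds plus 3 SD, set per screening campaign, cut at about 16% in these data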;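 also: IDE supplied by intact live HEK cells; FP after avidin binding of uncleaved biotin substrate so inhibition keeps polarization high; 0% = DMSO wells and 100% = 60 µM reference IDE inhibitor Ii1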
IDE cell activ = activators of human insulin-degrading enzyme in cells. AID 493087. HEK cells, FAbeta-B cleavage, fluorescence polarization; 0% vehicle, 100% cell-free pure enzyme wells. activation, % at 5.96 µM. hit rate 0.073% among 340,000;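 active = activation above the mean of all tested compounds plus 3 SD, set per screening campaign, cut at about 17% in these data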
PHOSPHO1 block = PHOSPHO1 (human) inhibition; AID 1565; Q8TCT1; recombinant PHOSPHO1, absorbance phosphatase assay; inhibition, % at 13.3 µM; hit rate 1.1% among 290,000; in the data active = inhibition above about 60%
Target sequence (Q8TCT1 whole entry, looked up): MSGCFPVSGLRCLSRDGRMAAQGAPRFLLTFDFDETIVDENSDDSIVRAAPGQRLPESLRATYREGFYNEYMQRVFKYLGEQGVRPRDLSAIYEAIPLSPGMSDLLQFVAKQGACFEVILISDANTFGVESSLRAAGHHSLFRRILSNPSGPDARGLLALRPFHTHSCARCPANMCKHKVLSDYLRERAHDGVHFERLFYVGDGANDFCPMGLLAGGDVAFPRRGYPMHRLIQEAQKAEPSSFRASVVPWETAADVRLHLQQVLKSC
p-CIP stab down = p/CIP protein destabilization | Q05BA5 | F442A p/CIP-EGFP cells, EGFP fluorescence, 16 h | decrease of EGFP signal, % at 10 µM | hit rate 0.01% among 290,000 | AID 1984;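 active = EGFP signal decrease of at least 30% at 10 µM or well 3 SD below plate mean, unless failing retest; inactive = the rest, including hits failing retest or dose response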; also: some compounds called inactive have numbers as strong as hits; many of its hits are not listed in these tables
VIM-2 inhibitor = blocks Pseudomonas aeruginosa VIM-2 metallo-beta-lactamase; purified VIM-2, nitrocefin hydrolysis, epi-absorbance fluorescence; inhibition, % at 5.6 µM; hit rate 0.89% among 290,000; AID 1527;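 active = inhibition above the mean of all tested compounds plus 3 SD, cutoff set per screening run, cut at about 7.5% in these data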;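 also: red hydrolysis product quenches plate fluorescence so inhibitors raise well fluorescence; 0% = enzyme with DMSO and 100% = DMSO without enzyme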
GPR7 antag = antagonists of human GPR7 (neuropeptides B/W receptor 1) | inhibition, % at 4.4 µM | GPR7-expressing cells, fluorescence antagonist assay | P48145 | hit rate 1.1% among 290,000 | AID 1861; in the data active = inhibition above about 16%, passing the limit was not always enough;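 also: cells stimulated with the agonist NPW; 0% = agonist with vehicle and 100% = vehicle without agonist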
Target sequence (P48145 whole entry, looked up): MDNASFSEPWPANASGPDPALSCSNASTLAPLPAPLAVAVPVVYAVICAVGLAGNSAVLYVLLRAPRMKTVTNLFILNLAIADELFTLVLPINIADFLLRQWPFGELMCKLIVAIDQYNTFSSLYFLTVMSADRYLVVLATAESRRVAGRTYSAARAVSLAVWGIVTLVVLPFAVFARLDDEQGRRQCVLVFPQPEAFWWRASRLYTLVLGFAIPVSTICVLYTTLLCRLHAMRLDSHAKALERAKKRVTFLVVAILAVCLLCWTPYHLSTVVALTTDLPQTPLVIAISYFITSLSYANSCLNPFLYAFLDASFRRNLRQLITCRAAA
NALP1 inh = blocks the NALP1 inflammasome reconstituted in yeast | S. cerevisiae NALP1/ASC/caspase-1 growth, X-gal OD620, 72 h | inhibition, % at 10 µM | hit rate 0.61% among 280,000 | AID 2071; in the data active = inhibition mostly above about 24%, no sharp cut-off; inactive = mostly below about 32%; also: some compounds called inactive have numbers as strong as hits
IMP-1 inhibitor = inhibitors of Pseudomonas aeruginosa IMP-1 metallo-beta-lactamase | purified IMP-1, nitrocefin hydrolysis, epi-absorbance fluorescence | inhibition, % at 5.6 µM | hit rate 0.45% among 290,000 | AID 1556;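 active = inhibition above the mean plus 3 SD of all compounds in the same screening run, cut at about 4.5% in these data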;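 also: 0% = IMP-1 with DMSO and 100% = DMSO wells lacking enzyme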
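system = purified recombinant IMP-1 beta-lactamase | amount = 0.2 nM IMP-1, as dispensed | medium = HEPES buffer pH 7.1 with ZnSO4 and Brij 35 | times = 25 °C, 15 min preincubation, 25 min reaction | detection = plate fluorescence quenching by hydrolysis product, ex 480/em 530 nm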
M18AAP inhibitor = PfM18AAP enzyme inhibition | recombinant PfM18AAP, H-Glu-NHMec fluorogenic cleavage | inhibition, % at 7.35 µM | hit rate 1.2% among 290,000;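 active = inhibition above the campaign mean inhibition over all tested compounds plus 3 SD, cut at about 28% in these data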;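 also: 0% = plate median of test compound wells and 100% = 2 mM ZnCl2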
The depositor's hits bear a star; . = no result given.

SMILES	IDE cell inh	IDE cell activ	PHOSPHO1 block	p-CIP stab down	VIM-2 inhibitor	GPR7 antag	NALP1 inh	IMP-1 inhibitor	M18AAP inhibitor
C/C(=N\NC(=O)c1cc(-c2ccc(O)cc2)nc2ccccc12)c1cccnc1	.	8	36	-3	-2.2	-4	-3	-3.3	4
Cc1cc(OCCOCCNCc2ccccc2)ccc1C(C)C	-2	2	8	-1	-1.5	4	28	-1.8	-2
Cc1cccc(C)c1NC(=O)COC(=O)c1cc(-c2cccnc2)nc2ccccc12	7	-4	-11	-9	5.3	-13	26	-1.1	-5
O=C(NC(=S)NNC(=O)c1ccccc1[N+](=O)[O-])c1ccc(Br)cc1	1	-1	-154	-3	-3.6	-19	-3	-4.5	14
Cc1ccc(S(=O)(=O)NN=C2C3CC4CC(C3)CC2C4)cc1[N+](=O)[O-]	3	1	-10	-1	-3.7	-3	20	-4.3	5
O=C(N/N=C/c1sc(N2CCOCC2)nc1-c1ccccc1)c1cccc(S(=O)(=O)N2CCCC2)c1	-1	6	23	-26	-4.8	-17	-20	-1.3	1
CC1N=C(N)C(c2nc3ccccc3n2C)=C1O (stereo unspecified)	2	-4	4	7	-1.3	-8	-26	-2.8	-12
Cc1cccc(N2CCN(C(=O)CCNS(=O)(=O)c3ccc4c(c3)oc(=O)n4C)CC2)c1C	11	-4	63*	-16	-2.6	-2	0	-1.1	-1
COc1ccc(-c2nc(Cn3c(SCc4ccccc4F)nc4ccncc43)c(C)o2)cc1	5	3	-11	2	-6.3	-1	9	-7.6	5
CCc1ccc(-c2nc(CSCC(=O)NCc3ccco3)c(C)o2)cc1	.	-1	-14	2	-1.8	-19	-8	-0.2	8
Cc1ccc(C(=O)N/N=C\c2ccncc2)s1	-2	8	15	-6	-0.7	-4	9	-3.5	-10
S=C1NCCOCCOCCOCCN1	-9	0	26	-13	1.0	0	27	-1.2	-15
CC(=O)N1CCc2c(sc(NC(=O)CN3C(=O)CCC3=O)c2C(N)=O)C1	-6	1	-7	-2	-3.5	-5	-1	-2.1	-9
CC1(c2nnc(-c3ccc(Cl)cc3)o2)CC(c2ccc([N+](=O)[O-])cc2)=NO1 (stereo unspecified)	1	1	34	-6	.	.	.	.	.
CC(C)c1ccc(OCC(=O)N2CCN(C(=O)c3ccco3)CC2)cc1	.	2	42	-17	-2.2	-14	7	-2.0	-3
COc1ccc(OCC(=O)NNC(=O)c2ccc(-c3ccccc3)cc2)cc1	5	-3	-96	-4	-0.9	-7	-14	-2.4	2
O=C(NCC1CCN(C(=O)c2ccc([N+](=O)[O-])cc2)CC1)c1ccc([N+](=O)[O-])cc1	2	5	37	5	-1.8	10	6	-2.3	-3
O=S1(=O)NC(=NCCOCCO)c2ccccc21	-4	-4	41	-6	0.3	-4	10	-0.7	-2
CC(C)(C)OC(=O)CC12CCCCC1NC(=O)O2 (stereo unspecified)	-1	-1	4	4	-1.8	-5	0	-3.1	-11
Cc1cnc(C(=O)OCC(=O)Nc2ccc(Cl)cc2Cl)cn1	5	-9	6	-10	-2.9	-6	-98	-4.2	-1
Cc1cc(C(=O)N2CCCC(N3CCN(c4cccc(C(F)(F)F)c4)CC3)C2)n[nH]1 (stereo unspecified)	-2	3	46	-20	-1.4	-5	8	-3.7	0
O=C(/C=C/c1ccco1)NCc1ccccn1	-1	-2	16	1	-3.8	-13	4	-4.5	2
COc1ccc(NC(=O)C2OCCc3ccccc32)c(OC)c1 (stereo unspecified)	5	2	22	-2	-1.0	-6	21	-4.2	-9
CC(=O)c1cnn(-c2c(Cl)cc(Cl)cc2Cl)c1C	12	4	12	-25	-2.0	-7	24	-1.8	-13
O=C(c1cc(-c2cccc(Cl)c2)on1)N1CCc2ccccc2C1	2	3	12	6	-1.2	-3	-1	-1.8	-2

Next section:
SMILES	IDE cell inh	IDE cell activ	PHOSPHO1 block	p-CIP stab down	VIM-2 inhibitor	GPR7 antag	NALP1 inh	IMP-1 inhibitor	M18AAP inhibitor
COc1ccc(CCNC(=O)COC(=O)c2cc(OC)c(OC)cc2OC)cc1OC	1	-2	28	-1	1.0	-15	3	-0.5	-8
Cc1ccc(-c2csc(NC(=O)CN3CCOCC3)n2)cc1C	2	6	.	-7	-1.8	-7	12	-3.1	-13
Cc1ccc(C(CC(=O)N2CCCCC2)c2ccccc2)c(O)c1C (stereo unspecified)	2	0	24	6	-2.0	-7	13	-2.2	0
COC(=O)C1=C(C)NC(=S)N(C(C)=O)C1c1ccccc1 (stereo unspecified)	7	5	-2	-3	0.6	-9	0	-1.1	-10
O=C(NCc1ccncc1)C(=O)NCC(c1ccco1)N1CCN(c2ccccc2F)CC1 (stereo unspecified)	7	1	-1	-6	-2.7	-4	31	-3.2	0
Cc1ccc(C(=O)/C=C/N(C)C)o1	6	7	0	-6	-3.3	-1	-14	-3.3	8
CCc1nc(SCc2ccc(Cl)cc2)n[nH]1	-1	0	13	1	0.4	-2	6	-2.9	-14
N/C(=N\OC(=O)c1ccc2ccccc2c1)c1ccc(Br)cc1	5	-4	5	2	-0.6	-1	20	-3.3	-5
CCOc1ccccc1CNS(=O)(=O)c1csc(C(N)=O)c1	-1	1	38	3	0.9	1	26	-2.9	-3
CC(=O)Nc1ccc(-c2csc(NNC(=O)c3ccc(C)cc3)n2)cc1	1	-3	-95	-11	-2.7	-10	1	-3.2	19
O=C1OC(c2ccccc2)c2ccccc21 (stereo unspecified)	5	3	-6	-4	-2.1	-12	8	-2.3	4
O=C(OCCCOc1ccc(F)cc1)c1ccc(O)cc1O	6	2	14	-10	-1.6	-6	0	-4.4	0
Oc1ccccc1Cn1nnc2ccccc21	4	6	.	-4	-3.4	-8	-20	-4.0	6
CCOC(=O)c1c(NC(C)=O)sc2c(OC(C)=O)cccc12	0	2	1	-3	3.1	5	18	-0.9	7
Cc1ccc(NC(=O)CSc2nnc(-c3cnccn3)n2Cc2ccco2)cc1	5	5	-7	-9	-2.6	4	0	-3.4	-15
O=C(CCCN1C(=O)c2cccc3cccc(c23)C1=O)NC1CCS(=O)(=O)C1 (stereo unspecified)	3	-3	-10	-12	15*	-7	0	-2.8	-4
Cc1cc2nc(C)c(=O)n(C)c2cc1C	1	-3	-10	5	2.5	0	2	0.9	-2
O=C(NCCCCCCNC(=O)c1ccc(Br)s1)c1ccc(Br)s1	3	-4	2	-11	0.6	15	21	-0.9	4
O=C(CN1CCOCC1)Nc1ccccc1-c1ccccc1	8	3	2	-19	-3.5	-10	13	-3.6	1
C=CCc1cccc2cc(C(=O)OCC(=O)c3ccccc3)c(=O)oc12	7	1	3	-2	-0.3	13	-1	-2.0	1
CC(C)CNc1nnnc2c1sc1nc(N3CCOCC3)c3c(c12)CC(C)(C)SC3	-1	-4	31	11	1.3	-2	4	-0.3	-2
Cc1nc([N+](=O)[O-])c(Br)n1CC(=O)c1ccc(Br)cc1	-6	3	2	-4	-2.1	0	-3	-3.5	11
COc1ccc(C(=O)N(CN2CCCC2=O)c2cc(C)on2)cc1OC	3	-1	16	-8	-2.9	-11	-4	-3.4	4
O=C(NC1CCCCC1)C(c1ccncc1)N(C(=O)Cn1nnc(-c2cccs2)n1)C1CCCC1 (stereo unspecified)	4	0	-29	6	-1.0	3	9	-0.9	7
Cc1ccc(C)c(S(=O)(=O)Nc2ccc3oc(C)c(C(=O)O)c3c2)c1	-5	-1	18	-6	1.6	-6	10	6.0*	2

An excerpt from the list above:
SMILES	IDE cell inh	IDE cell activ	PHOSPHO1 block	p-CIP stab down	VIM-2 inhibitor	GPR7 antag	NALP1 inh	IMP-1 inhibitor	M18AAP inhibitor
O=C(CCCN1C(=O)c2cccc3cccc(c23)C1=O)NC1CCS(=O)(=O)C1 (stereo unspecified)	3	-3	-10	-12	15*	-7	0	-2.8	-4
Cc1cc2nc(C)c(=O)n(C)c2cc1C	1	-3	-10	5	2.5	0	2	0.9	-2
O=C(NCCCCCCNC(=O)c1ccc(Br)s1)c1ccc(Br)s1	3	-4	2	-11	0.6	15	21	-0.9	4
O=C(CN1CCOCC1)Nc1ccccc1-c1ccccc1	8	3	2	-19	-3.5	-10	13	-3.6	1
C=CCc1cccc2cc(C(=O)OCC(=O)c3ccccc3)c(=O)oc12	7	1	3	-2	-0.3	13	-1	-2.0	1
CC(C)CNc1nnnc2c1sc1nc(N3CCOCC3)c3c(c12)CC(C)(C)SC3	-1	-4	31	11	1.3	-2	4	-0.3	-2
Cc1nc([N+](=O)[O-])c(Br)n1CC(=O)c1ccc(Br)cc1	-6	3	2	-4	-2.1	0	-3	-3.5	11
COc1ccc(C(=O)N(CN2CCCC2=O)c2cc(C)on2)cc1OC	3	-1	16	-8	-2.9	-11	-4	-3.4	4
O=C(NC1CCCCC1)C(c1ccncc1)N(C(=O)Cn1nnc(-c2cccs2)n1)C1CCCC1 (stereo unspecified)	4	0	-29	6	-1.0	3	9	-0.9	7
Cc1ccc(C)c(S(=O)(=O)Nc2ccc3oc(C)c(C(=O)O)c3c2)c1	-5	-1	18	-6	1.6	-6	10	6.0*	2

Further structures follow:
SMILES	IDE cell inh	IDE cell activ	PHOSPHO1 block	p-CIP stab down	VIM-2 inhibitor	GPR7 antag	NALP1 inh	IMP-1 inhibitor	M18AAP inhibitor
CS(=O)(=O)c1ccc(NCCc2ccc(S(N)(=O)=O)cc2)c([N+](=O)[O-])c1	1	-3	18	-4	-2.8	2	-21	-5.3	-2
O=C(COC(=O)C1CC1)Nc1ncc(C(F)(F)F)cc1Cl	-8	0	9	-10	-2.0	-5	-5	-2.3	0
COc1cccc(-n2c(N)cc(=O)nc2SCC(=O)N2CCN(c3ccccc3)CC2)c1	-7	-2	29	11	-0.2	-10	16	-1.9	-6
C=C(C)c1cccc(C(C)(C)NC(=O)N(Cc2ccccc2)Cc2ccco2)c1	-1	5	15	-11	-2.1	-5	2	-4.9	-6
O=C(NCCCNC(=O)c1cnccn1)c1cccc(Cl)c1	3	2	39	-13	-0.6	-7	8	-4.1	-4
COc1ccc(Br)cc1/C=N/NC(=O)c1cccnc1	3	-3	35	3	0.9	-5	6	-2.4	2
CCC(C)NC(=O)c1cn(CC)c2ccc(S(=O)(=O)N3CCCCCC3)cc2c1=O (stereo unspecified)	-1	3	22	-5	-1.0	16	11	-1.0	0
Cc1ccc(OCc2cc(C(=O)N3CC4C[C@@H]5CC3C[C@H](C4)C5)no2)cc1C	1	3	33	13	-2.0	-30	36	-3.4	3
CC1=CCC2C(=O)N(c3ccc4ccccc4n3)C(=O)C2C1 (stereo unspecified)	-5	2	-10	-8	1.0	-12	27	-3.5	1
Cc1cc(C)c(N2CCN(S(=O)(=O)N3CCCCCC3)CC2)c(C)c1	-1	8	36	8	-2.7	-6	12	-2.3	1
O=C(Cc1cccs1)NCC1CCCO1 (stereo unspecified)	3	-3	17	4	-2.5	17	-5	-3.0	-4
CC1=C(C(=O)Nc2cccc(C(=O)NCc3ccc(F)cc3)c2)SCCO1	0	6	10	12	-4.9	1	15	-4.3	3

Source: PubChem BioAssay

The order is random (roughly 5.3% active in at least one column).
